# Compound activity from PubChem BioAssay.
# RPL19A TOR yeast – modulators of TOR pathway RPL19A-GFP in S. cerevisiae; 330,000 compounds, 0.3% hits; percent response vs DMSO, % at 10 µM; S. cerevisiae RPL19A-GFP strain, flow cytometry, 3 h; hits give low values; AID 2025;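 active means percent response vs DMSO below 50%; inconclusive means fewer than 70 events counted for the yeast strain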;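 further: median channel GFP fluorescence of the barcoded RPL19A-GFP strain; ratio of sample median GFP to plate DMSO average so 100% = DMSO; lower means less RPL19A-GFP as with rapamycin TOR inhibition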
# MEP2-GFP yeast – alters MEP2-GFP fluorescence in TOR pathway yeast screen; AID 2016; GFP response vs DMSO, % at 10 µM; S. cerevisiae MEP2-GFP strain, flow cytometry GFP, 3 h; 100% = DMSO control level; 330,000 compounds, 0.51% hits;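 active means GFP response versus DMSO above a set limit, roughly screen mean plus 3 SD, cut at about 180% in these data; inconclusive means fewer than 70 cells counted for a yeast strain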;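 further: median GFP fluorescence of the barcode-gated MEP2-GFP cells per well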
# LAP4-GFP MLPCN – yeast TOR pathway LAP4-GFP modulation; GFP response vs DMSO, % at 10 µM; S. cerevisiae LAP4-GFP multiplex, flow cytometry GFP, 3 h; median GFP as percent of DMSO wells; 320,000 compounds, 0.34% hits;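 active means GFP response vs DMSO above a set limit, about the screen mean plus 3 SD, cut at about 150% in these data; inconclusive means under 70 cell events counted for the yeast strain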
# AGP1-GFP MLPCN – modulators of TOR pathway AGP1-GFP in S. cerevisiae. S. cerevisiae AGP1-GFP multiplex flow cytometry, 3 h; GFP as percent of DMSO wells. GFP response vs DMSO, % at 10 µM. 320,000 compounds, 0.02% hits;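 active means GFP response relative to DMSO above a set limit, near screen average plus 3 SD, cut at about 150% in these data; inconclusive means fewer than 70 cells counted for the yeast strain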;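 further: median GFP channel fluorescence of the gated AGP1 strain per well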
# procasp7 counter – counter-screen: procaspase-7 (human) activation. P55210. recombinant procaspase-7, Ac-DEVD-pNA absorbance 405 nm; D23A/D198A/D206A triple mutant, cannot self-cleave; scale: DMSO 0, 5 µM enzyme 100. activation, % at 8.5 µM. 330,000 compounds, 0.093% hits. AID 463210;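 active means percent activation above the screen-wide mean plus 3 SD, cut at about 25% in these data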
#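 System: Uncleavable procaspase-7 mutant enzyme; Amount: 2 µM procaspase-7 mutant as dispensed; Schedule: 1 h compound preincubation, 2 h substrate cleavage, 25 °C; Measured by: 405 nm absorbance of p-nitroaniline; Evaluation: percent activation from buffer-corrected 0–120 min absorbance change; Control set: low DMSO alone, high DMSO plus 5 µM PC-7.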
# CIT2 TOR yeast – yeast TOR pathway CIT2-GFP modulation | S. cerevisiae CIT2-GFP strain, flow cytometry, 3 h; 100 means same as DMSO wells | GFP response vs DMSO, % at 10 µM | 320,000 compounds, 0.065% hits | AID 2029;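 active means GFP response relative to DMSO above a set limit, near the screen mean plus 3 SD, cut at about 150% in these data; inconclusive means Fewer than 70 cells measured for a yeast strain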;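 further: ratio of well median GFP fluorescence to mean of DMSO wells on the plate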
# proCasp3 act – activates human procaspase-3; P42574; recombinant procaspase-3 D3A, Ac-DEVD-pNA absorbance 405 nm; activation, % at 8.5 µM; 330,000 compounds, 0.11% hits; AID 463141;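 active means activation above the mean of all tested compounds plus 3 SD, cut at about 21% in these data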;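 further: 0% = DMSO alone and 100% = DMSO wells spiked with extra 5 µM PC-3 D3A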
#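 System: Procaspase-3 D3A mutant. Medium: Zinc-free 300 mM NaCl, 50 mM HEPES, 0.01% Triton X-100. Schedule: 1 h preincubation plus 2 h reaction at 25 °C. Measured by: 405 nm absorbance of p-nitroaniline, reads at 0 and 120 min. Read-out: percent activation relative to control range.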
# AHR act – human AHR activation; P35869; AHR-responsive luciferase reporter cells, luminescence; activation, % at 5 µM; 320,000 compounds, 2.5% hits; AID 2796; in the data active means activation above about 47%;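 further: 0% = vehicle wells and 100% = reference agonist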
# Target sequence (P35869 whole entry, looked up): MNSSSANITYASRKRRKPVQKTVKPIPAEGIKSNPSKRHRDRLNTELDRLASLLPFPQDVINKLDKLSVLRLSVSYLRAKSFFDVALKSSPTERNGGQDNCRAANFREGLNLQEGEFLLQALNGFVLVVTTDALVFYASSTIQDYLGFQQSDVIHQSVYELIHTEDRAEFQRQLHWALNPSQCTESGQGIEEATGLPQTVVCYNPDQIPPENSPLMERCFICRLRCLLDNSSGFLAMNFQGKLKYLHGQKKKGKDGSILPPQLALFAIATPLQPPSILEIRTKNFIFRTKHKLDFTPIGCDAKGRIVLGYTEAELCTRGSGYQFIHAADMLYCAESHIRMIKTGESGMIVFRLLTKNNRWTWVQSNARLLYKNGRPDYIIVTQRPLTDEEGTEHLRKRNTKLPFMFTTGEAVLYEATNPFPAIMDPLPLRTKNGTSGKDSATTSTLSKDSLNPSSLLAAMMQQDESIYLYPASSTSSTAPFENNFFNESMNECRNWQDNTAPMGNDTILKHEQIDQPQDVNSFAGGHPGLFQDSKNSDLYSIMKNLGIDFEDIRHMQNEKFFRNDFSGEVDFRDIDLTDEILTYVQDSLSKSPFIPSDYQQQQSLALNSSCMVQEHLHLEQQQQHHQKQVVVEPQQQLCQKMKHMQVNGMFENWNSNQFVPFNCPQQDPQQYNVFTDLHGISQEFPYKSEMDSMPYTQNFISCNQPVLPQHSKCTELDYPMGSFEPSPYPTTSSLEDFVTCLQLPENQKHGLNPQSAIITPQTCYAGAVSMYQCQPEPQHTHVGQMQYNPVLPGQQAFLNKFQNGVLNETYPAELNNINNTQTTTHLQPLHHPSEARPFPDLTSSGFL
# * = called active by the depositor; ? = inconclusive; / = no result given; [ ] = dose if it differs, or a comment.
structure	RPL19A TOR yeast	MEP2-GFP yeast	LAP4-GFP MLPCN	AGP1-GFP MLPCN	procasp7 counter	CIT2 TOR yeast	proCasp3 act	AHR act
CCOc1ccc(S(=O)(=O)N2CCCCC2)cc1NC(=O)CN1C(=O)NC(C)(c2ccc(C)cc2)C1=O (stereo not drawn)	100	105	107	115	1	106	3	5
Cc1ccccc1-c1noc(C(C)NC(=O)c2ccco2)n1 (stereo not drawn)	97	103	90	85	3	105	3	0
Cc1ccc(SCc2cc(=O)[nH]c(/N=C(\N)Nc3cccc4ccccc34)n2)cc1	100	100	103	101	17	97	4	0
O=C(c1cc(-c2ccco2)on1)N1CCN(c2ccccc2)CC1	81	82	83	82	4	80	6	-2
O=CN1CCN(S(=O)(=O)c2ccc(S(=O)(=O)NC3CCCCC3)cc2)CC1	103	101	92	102	0	99	2	2
Cc1ccc(-c2nc(CN(Cc3cnn(C)c3)C(C)C)c(C)o2)o1	96	90	93	100	-4	98	13	2
Cc1c(/C=N/NC(=O)COc2ccccc2[N+](=O)[O-])c2ccccc2n1C	102	99	95	99	1	100	16	81*
Cc1cc(C(=O)CSc2nc(N)cc(N)n2)c(C)n1C1CC1	91	92	92	90	-10	91	-7	9
Cc1ccc(C(=O)NC(=S)N2CCN(C)CC2)cc1	98	100	98	101	15	106	0	-1
COC(=O)c1ccc(NC(=O)CN2CCN(CCO)CC2)cc1	98	99	99	98	8	96	-3	1
O=C(CC1C(=O)NCCN1Cc1cccc(Oc2ccccc2)c1)NCCCn1cccn1 (stereo not drawn)	103	97	110	97	12	95	9	-1
O=C(Nc1cccc(F)c1)Nc1ccc2c(c1)OCO2	118	104	80	97	/	88	/	/
CC(C)(C)c1cc(NC(=O)c2cc(F)c(F)c(F)c2F)no1	97	102	100	98	11	105	5	3
COc1ccccc1NC1=C(Cl)C(=O)N(c2ccccc2)C1=O	104	114	101	105	-24	106	-14	-6
Cc1sc(NC(=O)C2CCCCC2C(=O)O)c(C(N)=O)c1-c1ccccc1 (stereo not drawn)	96	104	98	100	0	110	10	44
CC(=O)NC1=NN(C(C)=O)C(c2ccccn2)S1 (stereo not drawn)	95	102	97	97	13	95	2	-1
O=[N+]([O-])c1ccc(N/N=C/c2cccc(O)c2O)cc1	101[may fluoresce violet]	103[may fluoresce violet]	92[may fluoresce violet]	69[may fluoresce violet]	-2	?	-4	3
Cc1ncc(S(=O)(=O)c2ccccc2)c(-c2ccc(Cl)cc2Cl)n1	102	104	104	98	-2	95	7	1
CCOC(=O)C1CCCN(C(=O)COc2ccc(C(=O)c3ccc(F)cc3)cc2)C1 (stereo not drawn)	93	96	98	90	-5	92	8	1
COc1c(C)cc(S(=O)(=O)NCc2ccco2)c(C)c1C	?	?	?	?	2	?	5	-6
CCN(CC)CCNC(=O)c1ccc(NC(=O)/C=C/c2cc(OC)c(OC)c(OC)c2)cc1	102	108	96	94	8	96	13	2
CCN(CC(=O)Nc1ccc(NC(C)=O)cc1)C(=O)CCCSc1nc2ccccc2[nH]1	95	92	95	94	-2	92	-5	-1
CCOC(=O)Cn1ncc2c(=O)oc3ccccc3c21	104	112	99	104	6	99	5	2
COc1cc(/C=C/C(=O)O)cc(S(=O)(=O)Nc2ccccc2SC)c1OC	111	109	104	113	2	110	5	1
CNC(=O)c1csc(-c2ccncc2)n1	98	100	88	99	-4	90	-5	1
CCCN1C2CCCC1CC(NC(=O)NC1CCCCC1)C2 (stereo not drawn)	99	94	92	98	15	95	-2	1
FC(F)(F)c1cccc(CN2CCC(c3cc(-c4cccs4)n[nH]3)CC2)c1	101	104	92	99	8	108	13	0
CCCCN(CC)C(=O)C1CCCN(S(=O)(=O)c2cccc3nsnc23)C1 (stereo not drawn)	102	151	115	95	1	90	-6	3
Cc1[nH]nc2c1C(c1ccccc1F)NC2=O (stereo not drawn)	101	102	97	101	12	98	3	-1
Cc1cc(OCc2n[nH]c(=S)n2-c2ccccc2)ccc1Cl	102	104	91	95	-23	98	-33	-1
Cc1cccc(N2CCN(C(=O)NC3CCCCC3)CC2C)c1 (stereo not drawn)	108	108	98	99	/	96	/	/
O=C(OCC(=O)N1CCN(C(=O)c2ccco2)CC1)c1cccc(F)c1	102	106	119	104	7	103	-1	0
CCN(CC(=O)Nc1ccc(S(=O)(=O)N2CCCC2)cc1)Cc1ccccc1	101	109	116	113	-6	105	6	2
O=C1CC(N2CCCCCC2)C(=O)N1c1ccc(F)cc1 (stereo not drawn)	104	104	93	102	-24	108	-22	-3
Cc1ccc(-c2cc(-c3ccccc3)no2)cc1	101	99	102	100	-2	94	-5	-7
CC(=O)N(c1ccccc1)c1nc(/C=C/C(=O)O)cs1	91	88	89	88	0	89	6	13
COC(=O)C1=C(C)Nc2nc(SCc3ccccc3)[nH]c(=O)c2C1c1cccs1 (stereo not drawn)	102	108	99	103	8	102	7	43
CC(C)CN(C(=O)CSc1nnc2ccccn12)c1c(N)n(CC(C)C)c(=O)[nH]c1=O	88	87	85	90	7	91	6	1
CC1CC(C)CN(C(=O)COC(=O)Cc2ccc(Br)cc2)C1 (stereo not drawn)	102	99	92	98	-7	103	3	1
O=C(NC(c1ccccc1)c1ccccc1)c1ccc(Br)o1	105	106	99	109	3	115	4	29
CCOc1cccc(CN2CCC(n3nccc3NC(=O)CCCc3ccccc3)CC2)c1	102	85	84	92	5	95	-7	6
C=CCNC(=O)C(=O)NCC(c1ccc2c(c1)OCO2)N1CCOCC1 (stereo not drawn)	96	95	99	101	12	96	3	0
CCOc1ccc(C2/C(=C(\O)c3ccc4c(c3)OCCO4)C(=O)C(=O)N2CCN2CCOCC2)cc1OC (stereo not drawn)	107	100	66	94	/	99	/	/
COc1ccc(C(=O)NNC(=O)C(NC(=O)c2ccccc2NC(=O)c2ccco2)C(C)C)cc1 (stereo not drawn)	105	101	92	103	3	95	5	3
CCc1nnc(N/N=C\c2ccc(OC(C)=O)c(OC)c2)n1N	104	100	97	105	-3	102	-12	2
COc1ccc(S(=O)(=O)N2CCCC2)cc1C(C)C	98	93	106	106	5	92	5	-1
COCCCNC(=O)c1c(-c2ccccc2)noc1C	103	99	100	105	-4	105	4	-3
O=C(CSc1nn(-c2ccccc2)c(=S)s1)Nn1cnnc1	97	88	/	99	16	102	-6	4
COc1ccc(-c2sc3cc4c(cc3c2C#CCO)OCO4)cc1	92	92	95	93	6	89	4	77*
O=C(Cc1ccccc1)Nc1nnc(SCC(=O)NC2CCCC2)s1	92	98	94	96	-5	106	4	6
FC(F)Oc1ccccc1NC(=S)NCCc1ccccc1	99	98	110	105	0	92	2	4
COC(=O)c1cc(OC)c(OC)cc1NC(=O)CSc1ccc(C)cc1	101	105	99	108	-9	97	-8	11
O=C(COC(=O)c1ccc(Cl)c(S(=O)(=O)N2CCCCC2)c1)NCC1CCCCC1	107	105	98	103	2	99	10	0
CC(C)(C)OC(=O)CNC(=O)c1[nH]cnc1C(=O)NCCCCCN	97	85	103	89	-1	108	3	1
COc1ccccc1OC(C)C(=O)O (stereo not drawn)	99	102	93	102	1	/	5	-2
CCOc1ccc(CCNC(=O)Cc2ccc(NC(=O)C3=C(C)OCCS3)cc2)cc1	101	105	103	103	6	107	4	0

# (listing goes on)
structure	RPL19A TOR yeast	MEP2-GFP yeast	LAP4-GFP MLPCN	AGP1-GFP MLPCN	procasp7 counter	CIT2 TOR yeast	proCasp3 act	AHR act
CCOC(=O)C1=C(C)NC(C)=C(C(=O)OC)C1c1cccc([N+](=O)[O-])c1 (stereo not drawn)	94	94	108	91	-7	86	10	1
CCOC(=O)N1CCC(N2Cc3cccc(C(=O)Nc4ccccc4OC)c3C2=O)CC1	103	98	95	103	16	99	-3	5
CC(C)[C@H](NC(=O)N1c2ccccc2NC(=O)[C@@H]1C(C)C)C(=O)N[C@@H](C(=O)O)c1ccccc1	105	109	108	102	2	102	3	0
COc1ccc(NC(=O)C(CCS(C)(=O)=O)NC(C)=O)cc1 (stereo not drawn)	104	101	102	110	6	106	-1	-7
CCOC(=O)/C(=N\Nc1ccccc1[N+](=O)[O-])c1csc(N)n1	100	105	100	97	5	101	0	2
Cn1c(=O)c2c(nc(CN3CCC(C(N)=O)CC3)n2Cc2c(F)cccc2Cl)n(C)c1=O	101	111	104	101	3	104	6	1
CCOc1ccc(N(CC(=O)Nc2nccs2)S(=O)(=O)c2c(C)noc2C)cc1	108	105	104	108	-3	107	-8	17
CC(=O)Nc1ccc(S(=O)(=O)n2cnc3cc(C)c(C)cc32)cc1	101	107	100	105	8	107	12	3
CCCOP(=O)(c1ccc(N(C)C)cc1)C(O)c1cccnc1 (stereo not drawn)	96	99	98	96	-5	96	13	4
COc1ccc(NC2=CC(c3ccc(OC)cc3)N(c3ccc(OC)cc3)C2=O)cc1 (stereo not drawn)	110	113	100	108	-12	109	2	0
CCOC(=O)c1ccc(NC(=O)CSc2nnc(Cc3cccs3)n2C)cc1	100	103	105	105	2	102	-1	1
Cc1nnc2sc(-c3cccc(NC(=O)c4cccnc4)c3)nn12	/	103	103	107	-1	102	1	18
CC(C)(C)C(=O)CC1(O)C(=O)N(Cc2ccccc2)c2ccccc21 (stereo not drawn)	98	106	104	102	-1	93	5	3
CCC(=O)Nc1ccc(N2CCN(C(=O)c3ccccc3C)CC2)cc1	105	105	97	104	5	107	-8	0
COc1ccc(S(=O)(=O)NCC2CCCN(C(=O)c3cccnc3)C2)cc1 (stereo not drawn)	93	90	97	94	11	92	3	2
COc1cc(C(=O)COC(=O)c2c(C)noc2C)cc(OC)c1OC	100	93	96	97	7	101	3	0
Cc1cc(C)c(NC(=O)CSc2nnc(-c3ccco3)n2N)c(C)c1	102	106	88	104	1	104	6	1
O=C(NCCN1CCOCC1)/C(=C/c1ccc(Cl)cc1)NC(=O)c1ccccc1	110	102	103	96	9	94	3	1
Cc1ccc(-c2cc(C(=O)NCCCN3CCOCC3)no2)cc1	103	107	106	104	11	102	12	-5
Cc1ccc2oc(C(=O)Nc3cc(C)on3)c(C)c2c1	99	112	108	103	-2	106	-13	30
Cc1ccnc2nc(C(=O)OCC(=O)N(CC(C)C)C3CCS(=O)(=O)C3)nn12 (stereo not drawn)	95	104	104	105	3	99	12	-1
COC(=O)c1ccc2c(=O)n(CCCN3CCOCC3)c(=S)[nH]c2c1	102	100	98	108	11	91	0	5
O=C(NCc1ccccc1Cl)C1CCN(S(=O)(=O)c2ccc(N3CCCC3=O)cc2)CC1	93	100	83	47	4	113	12	-2
Cc1cccc(NC(=S)NNC(=O)c2cccc([N+](=O)[O-])c2)c1	99	98	109	102	9	95	-7	0
